# Assay outcomes from PubChem BioAssay.
# Rab9 prom act – activators of Rab9 promoter | 320,000 compounds, 2.8% hits | AID 485297 | Huh7 Rab9 promoter-luciferase reporter, luminescence, 24 h | Potency, µM (series often up to 9.22 µM), without a hit: top-dose activation, negative = inhibition, actives largely listed as activators; note: potency is the fitted concentration of half-maximal effect; % of control where 0% means no effect; nearly all actives have a fitted effect of over 60% in size
#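 Quantitative HTS format; Huh7 Rab9-luciferase reporter cells (1500/well) receive compound 2 h post-plating, incubate 24 h at 37 °C, then get luciferase reagent for 10 min before luminescence reading.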
# BRCA1 expr act – activators of BRCA1 expression; Potency, µM (top dose mostly 46.1 µM), without a hit: at the top dose activation, usual class: activators; MCF7-BRCA1-FFLuc reporter, luminescence, 48 h; response scale: scaled: vehicle 0%, 10 µM genistein 100%; 380,000 compounds, 1.1% hits; note: potency is the fitted concentration of half-maximal effect; nearly all actives have a fitted effect of over 80% in size; some results filed as inactive show a strong effect at the top dose
#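 Using MCF7 cells harboring a BRCA1 firefly luciferase reporter, plated 2 h before compound pinning, the screen measured luminescence after 48 h incubation. Responses were normalized to DMSO and 10 microM genistein, then fitted for concentration-effect.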
# ELG1 genotoxic – induces genotoxicity in HEK293T cells with luciferase-tagged ELG1; AID 504466; HEK293T ELG1-luciferase reporter, luminescence, 16 h; 330,000 compounds, 1.3% hits; Potency, µM (highest dose often 46 µM), for inactives: at the highest dose activity change, positive = activation, hits mostly activators; note: potency is the fitted concentration of half-maximal effect; % of control where 0% means no effect; nearly all actives have a fitted effect of over 60% in size
#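 Genotoxicity was scored as increased ELG1-luciferase reporter signal, measured by ONE-Glo luminescence (30 min, room temperature). Compound or vehicle exposure of the HEK293T reporter cells lasted 16 hr at 37°C.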
# PKM2 act – activators of human pyruvate kinase M2; P14618; AID 1631; purified PKM2, Kinase-Glo ATP luminescence, activation; response scale: 0% is enzyme alone, no compound; 260,000 compounds, 0.34% hits; Potency, µM (top dose mostly 57.5 µM), for the others: top-dose activation, usual class: activators; note: potency is the fitted concentration of half-maximal effect; % is set by controls: 0 for no effect and ±100 for the full control effect; nearly all actives have a fitted effect of over 55% in size
# Target sequence (P14618 whole entry, looked up): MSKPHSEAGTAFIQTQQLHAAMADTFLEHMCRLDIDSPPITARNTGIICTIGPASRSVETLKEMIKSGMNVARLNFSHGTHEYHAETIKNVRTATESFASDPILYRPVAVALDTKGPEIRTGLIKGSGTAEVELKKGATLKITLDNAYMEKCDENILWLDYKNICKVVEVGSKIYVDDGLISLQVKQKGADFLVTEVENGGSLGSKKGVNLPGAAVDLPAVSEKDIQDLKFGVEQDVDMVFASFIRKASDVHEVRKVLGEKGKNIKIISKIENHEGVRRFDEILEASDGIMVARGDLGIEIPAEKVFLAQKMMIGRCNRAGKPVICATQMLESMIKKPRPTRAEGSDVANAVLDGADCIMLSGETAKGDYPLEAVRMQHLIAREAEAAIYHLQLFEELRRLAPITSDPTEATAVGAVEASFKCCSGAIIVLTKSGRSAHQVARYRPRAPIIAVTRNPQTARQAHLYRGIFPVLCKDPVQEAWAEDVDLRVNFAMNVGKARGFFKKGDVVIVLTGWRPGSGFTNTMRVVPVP
#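 Purified hPK-M2 (>95%) run at intermediate activity with 0.1 mM ADP and 0.5 mM PEP in 50 mM imidazole pH 7.2, KCl, MgCl2; 1 h room temperature. ATP formed read by Kinase-Glo luminescence; normalized to uninhibited and no-enzyme controls.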
# Gal4-VP16 FLuc – inhibits Gal4-VP16 luciferase reporter, ROR gamma counter-screen. Potency, µM (series often up to 53.6 µM), for the others: at the highest dose activity, negative = inhibition, most hits filed as inhibitors. 310,000 compounds, 3.5% hits. Drosophila S2 Gal4-VP16 UAS-luciferase, luminescence, 20 h;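 note: Gal4-VP16 expression switched on by copper sulfate through the metallothionein promoter; potency is the fitted concentration of half-maximal effect; % is set by controls: 0 for no effect and ±100 for the full control effect; nearly all actives have a fitted effect of over 50% in size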
# FLuc counter – inhibits or activates purified firefly luciferase, miR-21 counter-screen | purified FLuc, Km substrates, luminescence inhibition | P08659 | Potency, µM (doses to about 57.5 µM), for the others: at the highest dose activity change, negative = inhibition, most hits filed as inhibitors | 360,000 compounds, 6.9% hits;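 note: potency is the fitted concentration of half-maximal effect; plate controls were vehicle for no effect and reference inhibitor for full effect; nearly all actives have a fitted effect of over 55% in size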
# Target sequence (P08659 whole entry, looked up): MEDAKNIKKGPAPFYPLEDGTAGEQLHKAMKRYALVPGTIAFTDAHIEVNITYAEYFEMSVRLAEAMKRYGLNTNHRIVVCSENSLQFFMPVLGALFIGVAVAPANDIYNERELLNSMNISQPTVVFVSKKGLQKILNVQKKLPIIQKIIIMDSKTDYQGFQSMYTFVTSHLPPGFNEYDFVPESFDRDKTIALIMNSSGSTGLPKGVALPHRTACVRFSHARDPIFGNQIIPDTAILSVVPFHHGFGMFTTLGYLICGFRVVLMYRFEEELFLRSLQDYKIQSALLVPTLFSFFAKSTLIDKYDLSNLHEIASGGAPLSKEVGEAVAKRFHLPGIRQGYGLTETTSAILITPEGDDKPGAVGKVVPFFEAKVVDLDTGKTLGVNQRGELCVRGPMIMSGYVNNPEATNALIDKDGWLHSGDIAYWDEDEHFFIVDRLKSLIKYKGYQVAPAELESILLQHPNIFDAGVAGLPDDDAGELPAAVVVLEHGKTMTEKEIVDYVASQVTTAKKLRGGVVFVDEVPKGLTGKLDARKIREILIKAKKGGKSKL
#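 Purified P. pyralis luciferase, 10 nM final, with Km-level 10 uM D-luciferin and 10 uM ATP in 50 mM Tris acetate pH 7.5, 10 mM Mg acetate, 0.01% Tween-20, 0.05% BSA; 6-point qHTS titration about 60 µM downward; luminescence read.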
# p53 reactivation – mutant p53 re-activation in reporter cells | H1299 p53-A138V BP100-luciferase reporter, luminescence, 24 h | Potency, µM (highest dose often 92.2 µM), for the others: at the highest dose activity change, positive = activation, hits mostly activators | 320,000 compounds, 0.063% hits | AID 504706; note: potency is the fitted concentration of half-maximal effect; % of control where 0% means no effect; nearly all actives have a fitted effect of over 45% in size
#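 H1299 (p53-null), stable ts p53-A138V + BP100-Luc; 1000 cells/well, Opti-MEM/10% FBS; cpd 4 pt, 1:5; 24 h, 37 deg C, 5% CO2; detection reagent 10 min RT; luminescence.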
# Menin-MLL TR inh – displaces Texas Red mutant MLL peptide from human menin; AID 1768; O00255; Menin + Texas Red MLL mutant peptide, fluorescence polarization; 270,000 compounds, 0.23% hits; Potency, µM (doses to about 61.6 µM), for the others: at the top dose FP activity change, negative = inhibition, hits mostly inhibitors; active = well fitted inhibition curve with a large enough effect in the polarisation, with a control signal flat, not every such curve was filed as active; inconclusive = small, poorly fitted or top-dose-only effect, or effect the other way, or a change in a side signal; inactive = no such curve, though single readings can be large or run the other way; the % refers to the polarisation; note: potency is the fitted concentration of half-maximal effect; % of control where 0% means no effect; many of its hits are not listed in these tables
# NPC1 promoter act – activators of NPC1 promoter | Potency, µM (doses to about 9.22 µM), without a hit: at the highest dose activation, usual class: activators | 320,000 compounds, 2.4% hits | Huh7 NPC1 promoter luciferase reporter, 24 h | AID 485313;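 note: potency is the fitted concentration of half-maximal effect; % of control where 0% means no effect; nearly all actives have a fitted effect of over 60% in size; reporter is driven by a mutant NPC1 promoter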
#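 Stably transfected Huh7 (NPC1 promoter→luciferase), 1500 cells/well in Opti-MEM + 10% FBS, 2 h settle, then compound 24 h at 37 °C. Luminescence after 10 min with Amplite reagent.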
# RORgamma inh – ROR gamma (mouse) transcription inhibition; P51450; Drosophila S2 Gal4-RORgamma UAS-luciferase reporter, 20 h; Potency, µM (titrated, usually from 53.6 µM), inactives show top-dose activity change, negative = inhibition, hits mostly inhibitors; 310,000 compounds, 5.4% hits; note: potency is the fitted concentration of half-maximal effect; % is set by controls: 0 for no effect and ±100 for the full control effect; nearly all actives have a fitted effect of over 60% in size
#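 Compounds are pin-transferred onto Drosophila Schneider cells expressing a copper-inducible Gal4–ROR gamma transactivation domain fusion. After 1 hr, copper sulfate is added to 700 uM final; luciferase is read 20 hr later.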
# Giardia killer – kills Giardia lamblia; Giardia lamblia trophozoite viability; activity change, % at 7.66 µM, hits read low; 340,000 compounds, 0.15% hits; in the data active = activity change below about -80%; inconclusive = between about -30% and that limit;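 note: parasites exposed to compound for two days anaerobically before the ATP read; % is set by controls: 0 for no effect and ±100 for the full control effect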
#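 Each well holds 100 Giardia trophozoites and compound. After two days (48 hrs) at 37 deg C in anaerobic conditions, ATP is quantified by luminescence.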
# An asterisk follows results filed as active; ? = inconclusive; . = not tested or not shown; & = joins results of further samples; [ ] = dose if it differs, or a comment. Unless noted, calls come from the whole dose curve; as a rule, active = well fitted curve in the direction sought with a large enough effect; inconclusive = small, poorly fitted or top-dose-only effect, or another doubt; inactive = no such curve, though single readings can be large; an effect the other way counts as inactive or inconclusive. Some of the compounds tested; the hit share may differ from the screen's.
# Under each structure: Rab9 prom act	BRCA1 expr act	ELG1 genotoxic	PKM2 act	Gal4-VP16 FLuc	FLuc counter	p53 reactivation	Menin-MLL TR inh	NPC1 promoter act	RORgamma inh	Giardia killer
CCOc1ccc(S(=O)(=O)NCc2ccc3c(c2)OCO3)cc1C
    5%	1%	1%	-7%	.	-9%	.	?	1%	.	6
O=C1NC(=O)C2=Cc3ccc(O)cc3OC2(O)N1 (stereo not drawn)
    0%	.	4%	12%	-2%	-20%	-3%	-4%	-3%	-5%	.
Cn1cc(/C=C2\C(=O)NC(=O)N(c3ccccc3)C2=O)c2ccccc21
    -1%	-18%	2%	.	-3%	0%	-1%	3%	0%	-4%	7
COc1ccc(-n2c(=O)[nH]c3ccccc3c2=O)cc1
    10%	-1%	2%	11%	-2%	-6%	16%	-3%	1%	-4%	-20
CCOc1ccccc1Oc1coc2cc(OC(=O)c3ccco3)ccc2c1=O
    -5%	14%	7%	4%	15%	15µM*	20%	3%	0%	?	17
Cc1cccc(CSc2nc3c(cc2C#N)CN(C)CC3)c1
    -4%	-5%	0%	10%	9%	1%	-2%	3%	-2%	-5%	-18
CCCCS(=O)(=O)N1CCN(C(=N)N[N+](=O)[O-])CC1
    0%	-10%	0%	-5%	-7%	-1%	-1%	-10%	-1%	7%	58[activator]
Cc1nn(Cc2ccc(Cl)cc2Cl)c(Cl)c1C(=O)O
    -6%	0%	-3%	-5%	0%	?	6%	2%	-2%	-25%	10
CCN(CC)C(=O)c1ccc2c(c1)C1C=CCC1C(C(=O)O)N2 (stereo not drawn)
    -4%	-4%	-3%	.	-3%	?	-3%	18%	-1%	-36%	-5
O=C(c1ccco1)c1cn(Cc2ccccc2)c2ccccc12
    -4%	-2%	?	6%	-27%	?	4%	?	-4%	32%	-11
CCCCn1c(N)c(N(CCOC)C(=O)CN2CC=C(c3ccccc3)CC2)c(=O)[nH]c1=O
    -2%	3%	4%	-6%	1%	-4%	-3%	-20%	-1%	-26%	-14
O=c1[nH]c(=O)n(Cc2ccccc2)c(O)c1C=NCCCO
    -3%	-3%[1.84 µM]	0%	3%	.	-1%	1%	9%	-3%	-35%[0.365 µM]	-2
CC(C)CCNC(=O)c1c(N)n(CC2CCCO2)c2nc3ccccc3nc12 (stereo not drawn)
    -3%	-44%	-6%	3%	0%	-1%	4%	-2%	0%	14%	0
COC(=O)C1=C(c2ccccc2OCc2ccccc2)C[C@@H]2CC[C@H]1N2C(=O)NCc1ccc(F)cc1
    -1%	-16%	-8%	.	.	3%	-16%	.	-6%	.	7
Cc1nc2cc(C(F)(F)F)ccc2n1C1CCN(Cc2nnnn2Cc2cccs2)CC1
    1%	.	-6%	1%	-13%	-1%	-3%	2%	-2%	-18%	2
CN1CCC(O)(c2cccs2)C(C(=O)c2cccs2)C1 (stereo not drawn)
    0%	-50%	2%	5%	3.2µM*	2%	-39%[inhibitor]	10%	-2%	4µM*	-28
C[C@]12CCC3[C@@H](CCC4=CC(=O)CC[C@@]43CO)C1CCC2=O (stereo partly drawn)
    -1%	-40%	0%	.	2%	0%	1%	6%	-1%	8%	11
CN1CCN(CC(=O)Nc2ccc(Cl)cc2C(=O)c2ccccc2)CC1
    3%	-35%	1%	7%	-2%	2%	2%	2%	1%	6%	-16
CCc1ccc(OCCCN=C(C)c2c(O)n(C)c(=O)n(C)c2=O)cc1
    -4%	-13%	-9%	13%	?	1%	-12%	-17%	-5%	30%	-6
Cc1cc(OCC(=O)NCc2ccc(S(N)(=O)=O)cc2)c2c3c(c(=O)oc2c1)CCC3
    -5%	4%	1%	1%	1%	2%	-5%	?	1%	13%	3
CC(=O)OC1N=C(c2ccccc2Cl)c2cc(Br)ccc2NC1=O (stereo not drawn)
    1%	-32%	-2%	-2%	2%	1%	-3%	.	1%	-3%	-12
CCOc1cccc(C2NCc3ccccc3-n3cccc32)c1O (stereo not drawn)
    -12%	-37%	-1%	3%	-3%	-1%	-8%	0%	1%	2%	-3
CC(C)C[C@H](NP(=O)(O)O[C@@H]1O[C@@H](C)[C@H](O)[C@@H](O)[C@H]1O)C(=O)N[C@@H](Cc1c[nH]c2ccccc12)C(=O)O
    6%	20%	-7%	.	.	0%	5%	.	16%	.	-19
O=C(Nc1ccc(Cl)cc1)Nc1ccc(Cl)c(Cl)c1
    28%	-16%&-2%	7%	.	?	?	28µM*	?	?	43%[10 µM]	-11
CN1C[C@@H]2C[C@@H](c3cccn3-c3ccccn3)N3CCC[C@@]23C1=O
    12%	1%	0%	-1%	-5%	-3%	2%	-19%	-4%	5%	-21
CCCCn1c(O)c(/C(C)=N/NC(=O)Nc2ccccc2)c(=O)[nH]c1=O
    4%	75%	2%	1%	?	?	9%	.	0%	12%	28
O=C(O)CC1OCC=C2CN3CCC45c6ccccc6NC4C1C2CC35 (stereo not drawn)
    -1%	14%	-1%	-4%	-2%	-1%	4%	0%	1%	-13%	-10
CC1(C)CC2(CCO1)NCCN1C(=O)CSC12 (stereo not drawn)
    -6%	4%	1%	-3%	-4%	0%	-4%	9%	2%	1%	-7
COc1ccc2c(c1)NP(=S)(Oc1ccccc1)N2 (stereo not drawn)
    0%	.	?	-19%	-8%	6.7µM*	?	?	19%	-23%	-13
Clc1cccc(CNCCc2ccc3c(c2)OCO3)c1
    3%	-13%	-3%	.	8%	-2%	-4%	-7%	-2%	-6%	7
COc1ccc(/C=C2\C(=O)NC(=O)N(Cc3ccccc3)C2=O)c(OC)c1OC
    0%	.	6%	3%	-15%	-20%	-3%	38%[activator]	3%	-2%	19
CCOCCc1c(O)[nH]c(=S)[nH]c1=O
    -6%	-1%	1%	10%	?	5%	3%	?	-15%	-7%	10
CCC(C)NC(=O)CCC(=O)OC1O[C@H]2OC3(C)CC[C@H]4[C@H](C)CCC(C1C)C24OO3 (stereo partly drawn)
    -22%	-52%	-8%	.	3%	-3%	1%	-1%	-18%	0%	5
Cc1ccc(/C=C2\C(=O)NC(=S)N(c3ccccc3F)C2=O)s1
    -4%	-88%[inhibitor]	-18%	?	?	?	-51%[inhibitor]	?	-5%	?	5
CSCCC(N=Cc1c(O)n(-c2ccc(Cl)cc2)c(=O)[nH]c1=O)C(=O)OC(C)(C)C (stereo not drawn)
    -13%	-2%[1.84 µM]	-3%	2%	13%	4%	-7%	.	1%	-14%	11
CCOCCN1CCC(OC(C)=O)C(C)C1 (stereo not drawn)
    6%	14%	0%	-2%	3%	1%	6%	13%	1%	-14%	4
Cc1ccccc1N1CCN(Cc2ccc3c(c2)OCO3)CC1
    -8%	4%	-8%	1%	-5%	-1%	?	-15%	1%	?	-6
COc1ccc(C(=O)OC2CCN(C)CC2)cc1
    -1%	28%	2%	-12%	-23%	-6%	15%	-11%	0%	13µM*	8
C=C(Cl)CSC(=S)N(CC)CC
    -4%	2%	1%	.	6%	1%	5%	.	10%	17%	10
COc1ccc(/C=C2\C(=O)NC(=O)N(CCC3=CCCCC3)C2=O)c(OC)c1
    -1%	17%	2%	4%	-8%	-9%	0%	72%[activator]	1%	20%	?
CC(C)N1C(=S)SC(C)(C)C1n1oc(=O)n(-c2ccc(Cl)c(Cl)c2)c1=O (stereo not drawn)
    2%	-2%	-6%	0%	-9%	?	-1%	-7%	0%	?	-15
CC(=O)Nc1ccc(NC(=O)Oc2ccccc2)cc1
    -1%	-17%	2%	5%	23%	?	9%	-2%	-4%	4%	-15
CC(C)Sc1nnc(OC(=O)N(C)C)n1-c1ccccc1
    15%	9%	0%	-7%	2%	0%	0%	.	-2%	7%	-8
O=P1(N(CCCl)CCCl)NCCCO1 (stereo not drawn)
    -2%[46.1 µM]	9%	0%	0%	2%&5%&-3%&10%	3%	13%	7%&-5%&-5%&-7%	2%[46.1 µM]	7%	-11
COc1ccccc1-n1c(O)c(C=NCc2ccc3c(c2)OCO3)c(=O)[nH]c1=O
    2%	-9%	-1%	-8%	4%	0%	1%	-28%	1%	36%	10
CC(C)N1CCN(Cc2c[nH]c3ccccc23)CC1CCO (stereo not drawn)
    4%	-11%	1%	1%	-1%	-1%	?	14%	-1%	21%	3
Cc1ccc(C)c(C2(O)CC(C)N(C)CC2C)c1 (stereo not drawn)
    -6%	-7%	0%	-2%	-2%	5%	-21%	0%	-1%	-11%	-2
CCc1nc2ccccc2c(=O)n1-c1ccccc1OC
    1%	-16%	2%	1%[11.5 µM]	-6%	-7%	-37%[inhibitor]	-10%	0%	14%	8
